C8 TRAIL sens = viability loss with TRAIL in NB7+C8 cells, primary screen, TRAIL sensitizer project, cell-based, ATPlite luminescence; inhibition (viability loss, TRAIL sensitization), % at 10 µM; actives 1% (n = 360,000); AID 624354, 2012;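 active = compounds causing at least 50% loss of cell viability in the single-dose screen, relative to plate controls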
NCOA2 inhibitor = inhibition of GAL4-SRC2 driven luciferase reporter, primary screen, SRC2 inhibitor project, cell-based, luminescence. Nuclear receptor coactivator 2 (Homo sapiens), Q15596. HEK293 GAL4-SRC2 luciferase reporter. inhibition, % at 9 µM. actives 0.17% (n = 370,000). AID 651957, 2012;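 active = inhibition above the mean inhibition of all tested compounds plus 3 SD, set per campaign, cut at about 52% in these data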;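 note: 0% = DMSO treated cells and 100% = cells given Gossypol at 36 µM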
NCOA3 inh = SRC3 coactivator transcriptional activity inhibitors, primary screen, cell-based, luminescence; Nuclear receptor coactivator 3 (Homo sapiens), Q9Y6Q9; HEK293 GAL4-SRC3 luciferase reporter; inhibition, % at 3.6 µM; actives 0.17% (n = 360,000); AID 588352, 2011;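 active = inhibition above a per-campaign cutoff, the mean of all compounds plus 3 SD, cut at about 60% in these data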;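 note: 0% = DMSO-treated cells and 100% = gossypol-treated cells at 36 µM; higher means less SRC3-driven luciferase light from the GAL4 reporter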
NOD2 RIPK2 PPI = NOD2-RIPK2 binding disruptors in cells, primary screen, fluorescence, CHO cells, BLA complementation; Receptor-interacting serine/threonine-protein kinase 2 (Homo sapiens), O43353; CCF4 ratio; inhibition, % at 4.98 µM; actives 0.38% (n = 360,000); AID 624267, 2012; in the data active = inhibition above about 21%;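 note: 0% = vehicle only and 100% = reference blocker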
NR2F2 inh = NR2F2 transcriptional activity inhibitors, primary screen, cell-based, luciferase reporter, HEK293T, luminescence; COUP transcription factor 2 (Homo sapiens), P24468; HEK293T NGFI-A luciferase reporter; inhibition, % at 8.6 µM; actives 0.7% (n = 370,000);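 active = inhibition above a per-plate cutoff, mean inhibition of test wells between control levels plus 3 SD, cut at about 38% in these data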;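 note: cells cotransfected with COUP-TFII expression vector driving the NGFI-A reporter; 0% = median of COUP-TF2 test wells and 100% = reporter-only cells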
Target sequence (P24468 whole entry, looked up): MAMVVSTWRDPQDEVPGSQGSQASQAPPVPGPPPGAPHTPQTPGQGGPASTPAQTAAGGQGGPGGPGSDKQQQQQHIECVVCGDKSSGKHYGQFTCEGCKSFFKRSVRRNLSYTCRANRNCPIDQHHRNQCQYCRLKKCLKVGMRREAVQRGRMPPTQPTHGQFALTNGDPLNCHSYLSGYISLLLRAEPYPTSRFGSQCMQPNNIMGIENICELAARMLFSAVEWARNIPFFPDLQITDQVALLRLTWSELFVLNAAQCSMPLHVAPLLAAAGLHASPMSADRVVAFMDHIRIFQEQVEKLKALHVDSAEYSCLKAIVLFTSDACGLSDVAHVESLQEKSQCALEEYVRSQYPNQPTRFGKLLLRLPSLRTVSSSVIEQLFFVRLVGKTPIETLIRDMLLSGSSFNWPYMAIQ
LRH-1 inv ag = LRH-1 (NR5A2) inverse agonists, primary screen, cell-based, luminescence, HEK293T, StAR-luciferase reporter. inhibition, % at 3.6 µM. AID 602396, 2012. LRH-1 transfected, 24 h. Nuclear receptor subfamily 5 group A member 2 (Homo sapiens), O00482. actives 0.13% (n = 360,000);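 active = inhibition above the mean inhibition of all tested compounds plus 3 SD, cut at about 73% in these data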;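 note: 0% = DMSO wells and 100% = reporter-only cells lacking LRH-1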
Target sequence (O00482 whole entry, looked up): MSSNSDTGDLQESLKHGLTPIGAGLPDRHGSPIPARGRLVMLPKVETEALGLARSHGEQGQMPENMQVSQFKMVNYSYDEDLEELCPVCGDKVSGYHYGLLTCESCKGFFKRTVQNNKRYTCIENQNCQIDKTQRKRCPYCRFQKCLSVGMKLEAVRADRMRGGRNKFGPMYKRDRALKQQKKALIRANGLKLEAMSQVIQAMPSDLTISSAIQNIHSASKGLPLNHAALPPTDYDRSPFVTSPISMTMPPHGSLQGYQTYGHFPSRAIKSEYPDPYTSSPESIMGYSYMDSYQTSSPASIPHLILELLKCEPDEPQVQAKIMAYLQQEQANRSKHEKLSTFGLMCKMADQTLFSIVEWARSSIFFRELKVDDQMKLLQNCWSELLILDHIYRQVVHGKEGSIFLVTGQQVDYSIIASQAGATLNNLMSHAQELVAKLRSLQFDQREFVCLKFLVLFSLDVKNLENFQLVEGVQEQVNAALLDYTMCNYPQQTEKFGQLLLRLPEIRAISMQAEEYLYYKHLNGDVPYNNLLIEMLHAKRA
TROY NFkB inh = inhibitors of TROY-driven NF-kB signaling, primary screen, Q293 LMP1-TROYcd cells, NF-kB luciferase, uHTS | inhibition, % at 10 µM | actives 0.98% (n = 360,000) | Q293 LMP1-TROYcd NF-kB luciferase reporter, 4 h;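 active = compounds whose plate-normalised and pattern-corrected inhibition of the luciferase reporter signal at the single screening dose is 50% or more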
TLR9-MyD88 block = inhibitors of TLR9-MyD88 association in cells, primary screen, cell-based, CHO, BLA complementation, fluorescence; Toll-like receptor 9 (Homo sapiens) + Myeloid differentiation primary response protein …; CCF4 FRET ratio; inhibition, % at 4.98 µM; actives 0.21% (n = 340,000);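 active = inhibition above the mean over all tested compounds plus 3 SD, cut at about 21% in these data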;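 note: 0% = DMSO only wells and 100% = clavulanate BLA inhibitor control wells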
EBV LMP1 NFkB = EBV LMP1-driven NF-kappaB luciferase reporter inhibitors, primary screen, cell-based, luminescence, single point | LMP1-induced NF-kappaB luciferase reporter cells | inhibition, % at 12.5 µM | actives 0.69% (n = 350,000) | AID 504558, 2011; in the data active = inhibition above about 41%;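 note: 0% = neutral control wells and 100% = reference inhibitor control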
SRC1 inh = SRC1 coactivator transcriptional activity inhibitors, primary screen, cell-based, luminescence; inhibition, % at 3.6 µM; HEK293 GAL4-SRC1 luciferase reporter; actives 0.12% (n = 360,000);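 active = inhibition above the campaign mean plus 3 SD, with each screening campaign given its own cutoff, cut at about 60% in these data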;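 note: 0% = DMSO treated cells and 100% = gossypol at 36 µM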
Vif inh = HIV Vif self-association inhibitors, primary screen, imaging, HEK293T, single point; actives 0.35% (n = 340,000); inhibition, % at 7.49 µM; HEK293T cells, Vif self-association by quenched fluorescence, 24 h; in the data active = inhibition above about 50%, passing the limit was not always enough; note: some results filed as inactive read as strong as hits
* hit, by the source's call; x = not tested or not shown. Only part of the results is shown (hit frequency here may not be typical).

SMILES	C8 TRAIL sens	NCOA2 inhibitor	NCOA3 inh	NOD2 RIPK2 PPI	NR2F2 inh	LRH-1 inv ag	TROY NFkB inh	TLR9-MyD88 block	EBV LMP1 NFkB	SRC1 inh	Vif inh
COc1cccc(N2C(=NC(=O)c3ccccc3)SC3CS(=O)(=O)CC32)c1 (centres undefined)	-14.6	5.5	10.5	-9.8	13.2	-9.9	11.0	8.6	-3.7	-15.8	9.3
COc1ccccc1CN1CC(C(=O)N2CCC(OC)CC2)CCC1=O (centres undefined)	-2.9	-19.6	4.4	-0.3	10.6	-15.8	-35.4	-10.1	-10.1	-4.8	5.3
COc1ccccc1OCC(=O)Nc1ccc(S(=O)(=O)NC(C)=O)cc1	-10.7	-7.4	3.8	4.6	3.0	-1.3	11.1	-4.5	-0.9	-2.9	-7.4
O=C(OCC(=O)N1CCCC1=O)c1cc(S(=O)(=O)N2CCOCC2)ccc1F	1.1	-16.0	4.7	10.7	-6.5	-16.0	11.7	-3.4	2.8	-12.6	4.0
CN(C)CCCN(C(=O)c1ccc(S(=O)(=O)N(C)C)cc1)c1nc2ccc(F)cc2s1	4.4	-15.8	-3.3	4.2	-8.0	-11.8	-5.5	-4.3	-8.6	8.6	-3.1
COc1cccc(C(=O)Nc2cccc(C(=O)NCC(C)C)c2)c1	-4.5	-6.7	4.2	-1.7	-10.2	6.3	-9.2	0.4	-3.4	0.3	5.1
COc1cccc(CNC(=S)Nc2ccc3c(c2)c(=O)n(C)n3Cc2ccccc2)c1	-14.8	5.0	-11.7	-2.3	12.4	-6.8	21.4	x	x	-6.8	-0.8
COc1ccc(CN2CCN(c3ccccn3)CC2)cc1OCc1ccccc1	2.4	20.1	-16.0	-0.9	16.3	6.2	-5.1	2.1	0.6	18.4	x
Cn1ncc(C#N)c1NC(=O)c1nn2cccnc2c1Cl	-9.5	1.5	-1.8	-2.5	7.3	-9.4	-8.3	1.8	7.0	-5.1	-10.4
CC(C)(C)NC(=O)C(c1c[nH]c2ccccc12)N(C(=O)Cn1nnc(-c2ccc(Cl)cc2)n1)c1ccccc1F (centres undefined)	44.4	-6.0	10.5	-4.3	6.6	9.3	12.6	-5.6	6.8	2.2	-18.6
O=C1CNC(=O)N1CC(=O)N1CCCc2ccccc21	9.1	3.7	3.0	-9.5	-4.5	-14.3	0.1	-2.5	-9.7	10.0	-1.4
O=C1OCC=C1NNC(=O)c1cccnc1	-4.8	-19.8	14.0	1.8	-0.6	-0.5	15.9	-5.8	-5.9	5.8	12.1
Cc1ccc(S(=O)(=O)n2ccc3cccnc32)cc1	-20.9	17.6	9.8	-2.0	-10.6	4.0	-4.0	4.0	-9.6	-9.2	-2.5
O=C(Nc1ccncc1)c1cc(S(=O)(=O)N2CCCC2)ccc1Cl	5.0	18.1	25.0	1.2	16.1	2.0	18.3	-1.0	8.1	3.0	-17.8
CCCCNC(=O)CSc1nc(O)c(Cc2ccc(OC)cc2)c(=O)[nH]1	4.6	0.7	-10.2	5.1	17.5	0.7	4.4	3.3	1.4	5.4	-1.5
CCOc1ccc(N(CC)C(=O)CCS(=O)(=O)c2cccc3nonc23)cc1	25.3	-11.2	-24.8	-3.5	-4.1	0.5	6.3	-8.2	-5.1	11.8	-4.2
CCCS(=O)(=O)NC(=O)C1(C)CCCN(C(=O)c2ccco2)C1 (centres undefined)	14.6	14.3	-3.0	-5.5	-2.5	-2.2	3.1	x	x	-9.5	-4.9
Cc1ccc([C@H]2C[C@@H](n3cc(COC(=O)c4ccccc4)nn3)[C@H](O)CN2CC2CCCCC2)cc1	0.2	-6.3	-6.1	-10.0	-7.0	6.7	-5.2	-7.3	2.7	-10.3	-3.1
COc1cc(C(=O)NCc2nnc(SCC(=O)Nc3cc(C)cc(C)c3)o2)cc(OC)c1OC	5.7	-1.8	21.5	-1.3	5.2	-1.9	-2.3	1.9	-9.7	-79.2	22.8
CC(=O)CCn1cc([N+](=O)[O-])nc1C	5.4	-24.4	2.7	2.2	5.6	7.3	11.4	-6.1	5.6	-12.0	-5.7
CCOC(=O)[C@H]1[C@H]2COc3ccc(C)cc3[C@@H]2N2C(=O)CN(Cc3ccc(C)cc3)C(=O)[C@@]12C	-4.2	-2.8	3.4	-5.4	9.4	-3.0	-3.8	-0.9	-11.8	-16.5	-3.5
COc1ccc2oc(-c3ccccc3)c(C(N)=O)c2c1	-8.3	-6.8	-11.2	-13.9	-5.4	-22.9	-3.4	3.3	-3.2	-10.6	1.2
CCOC(=O)c1c(C)[nH]c(C(=O)COC(=O)/C=C/c2cccc(OC)c2OC)c1C	8.1	-8.0	6.0	-6.1	-8.7	-8.5	0.3	-7.0	14.1	-16.3	1.7
CCC(=O)Nc1cccc(-c2cc3ccccc3oc2=O)c1	-2.7	-5.1	-9.0	-9.8	-9.7	-20.9	62.7*	-10.7	1.6	-49.6	-29.0
COc1ccc(OC)c(NC(=O)CSc2nnc(CNC(=O)c3ccccc3F)o2)c1	22.5	-17.6	8.0	0.2	-11.3	5.7	-6.8	1.0	-0.3	-1.3	-0.1
O=C(O)CCC(=O)Nc1ccc(SSc2ccc(NC(=O)CCC(=O)O)cc2)cc1	4.6	-18.9	3.1	-7.6	7.7	7.8	13.1	-1.7	5.1	4.5	-10.8
COCC1CCN(C(=O)c2ccc3nc(Cc4cccc(Cl)c4)oc3c2)CC1	5.3	5.8	-4.2	7.4	11.9	-24.6	-21.0	18.3	3.1	-2.2	x
CCOC(=O)C1(CC2CC2)CCN(Cc2cnc(-c3ccc(OC)cc3)nc2)CC1	6.2	19.3	-1.5	0.2	-4.6	-4.9	18.5	-6.3	-34.0	1.9	4.6
COc1cccc(-c2ccc(NC(=O)C3CCCN(Cc4ccccn4)C3)cc2)c1 (centres undefined)	-9.7	0.0	-22.8	-4.5	9.3	-4.6	-10.2	-3.0	-5.2	-3.8	-4.1
Cc1ccc(C2=NC3(CCCCCC3)NC2=S)cc1	7.5	-4.4	-4.6	2.8	-11.8	-1.1	-20.8	-18.3	-13.6	-20.3	9.4
CCc1ccc(CNn2cnnc2SCC(=O)NC(C)(C)C)cc1	-2.0	19.1	8.1	-13.4	-3.6	1.4	6.2	-0.3	4.6	-6.4	-9.2
Cc1ccc(N2CCN(C(=O)c3nn(C)c4c3CS(=O)(=O)c3ccccc3-4)CC2)c(C)c1	21.3	x	25.1	1.3	x	-6.8	8.8	6.1	-4.1	-7.9	-2.0
O=C(CSc1nn(-c2ccc(F)cc2)c(=S)s1)NC(=O)NCc1ccco1	-11.4	9.1	8.2	-6.6	-7.2	-15.3	1.5	-1.1	1.0	6.2	6.2
CCC(=O)Nc1ccc(S(=O)(=O)Nc2cc(C)on2)cc1	-17.8	-2.8	7.9	-1.7	6.9	10.1	15.0	-6.7	2.3	12.1	3.3
COCCCNC(=O)c1c[nH]c2ccc(S(=O)(=O)N3CCC4(CC3)OCCO4)cc2c1=O	-8.5	14.6	-5.0	1.1	-22.8	6.1	5.6	-6.6	1.4	4.2	-4.4
CCOc1ccccc1NC(=O)N1CCCC1C(=O)Nc1nnc(CC)s1 (centres undefined)	-15.4	-10.4	-5.0	-0.4	-15.0	2.4	-22.5	1.7	-0.6	-17.4	-15.6
O=C(CN1CCN(C(=O)c2c(F)cccc2F)CC1)Nc1ccccc1F	22.0	-8.1	-8.8	-4.0	-1.6	11.8	6.6	-3.0	2.4	8.7	-3.9
O=C(O)Cc1c(C(=O)O)nnn1-c1ccc(Cl)cc1Cl	1.2	11.1	4.8	0.6	-9.7	-1.6	16.7	-3.3	1.7	-6.1	-0.8
O=C(Nn1c(C2CCC2)nc2ccccc2c1=O)c1cccs1	3.6	-3.5	9.3	1.7	4.1	3.2	8.2	-5.4	-0.2	-4.9	4.7
COc1ccc(CN(C(=O)c2cc(=O)c3cc(C)cc(C)c3o2)C2CCS(=O)(=O)C2)cc1 (centres undefined)	24.2	-31.6	21.3	1.3	-11.4	-17.5	-15.3	-5.7	2.9	-13.4	-22.0
CCS(=O)(=O)N1CCCC(C(=O)NC2CCCCC2C)C1 (centres undefined)	-13.6	-3.5	-12.0	7.3	5.5	4.5	6.0	0.5	8.1	-11.8	9.4
CCn1cc(C(=O)Nc2ncccc2O)c(=O)c2cc(F)c(N3CCN(C(=O)c4ccco4)CC3)cc21	26.0	-11.2	-5.5	4.6	12.9	-4.4	-1.1	-4.1	-5.2	0.0	-8.3
COc1ccc(CN(CC(=O)NCc2ccccc2)C(=O)CCC(=O)Nc2cc(C)ccn2)cc1	10.9	9.1	-3.2	-5.5	3.5	-3.0	-9.7	6.4	-5.1	26.4	9.2
C/C(=N\NC(=O)CSCc1ccc([N+](=O)[O-])cc1)c1cccc(Br)c1	10.7	8.7	9.8	2.5	8.5	-5.8	1.1	10.0	5.7	1.4	9.0
COc1ccccc1-c1ccc([C@@H]2C[C@H]3[C@H](CON3C)CN2C(=O)c2ccco2)cc1	3.9	0.0	-2.4	0.1	-0.4	22.3	-11.3	-15.3	5.7	2.1	x
c1coc(CSCc2cn3cccnc3n2)c1	-19.4	-3.1	-3.5	6.9	-8.3	-3.1	-35.7	-1.6	-7.5	-21.9	-3.0
CCSc1nc(O)c(C2OC(=O)c3c2ccc(OC)c3OC)c(=O)n1CC (centres undefined)	-4.4	6.7	16.8	-3.9	1.9	9.0	-0.5	4.5	1.7	7.1	-4.1
CCN(c1cccc(C)c1)c1ncnc2nc[nH]c12	-10.9	38.0	35.6	-3.3	18.0	-10.8	9.6	-19.5	-6.2	23.7	2.7
Cc1cc2nc(-c3ccc(SCC(=O)Nc4ccc(S(=O)(=O)NC5CC5)cc4)nc3)[nH]c2cc1C	83.9*	-82.8	-50.8	-9.0	-51.0	-102.7	-7.6	6.7	-25.6	-134.6	x
CC1CN(C(=O)COc2ncnc3ccccc23)CC(C)O1 (centres undefined)	-4.7	4.9	12.7	-0.8	5.7	4.5	-10.6	5.2	11.9	-7.4	2.6
O=C1NC(=O)C(=Cc2ccccc2)N1	-5.1	2.3	-13.0	-7.0	-14.6	-18.4	-22.6	-14.1	8.4	6.0	-0.1
O=C1CC(c2ccccc2)CC(O)=C1C=Nc1ccccc1O (centres undefined)	5.3	-11.0	6.5	0.0	-1.6	-6.3	-41.9	7.4	-2.1	-9.1	2.0
COc1cccc(C(=O)N2CCN(C(=O)COc3ccc4ccccc4c3)CC2)c1	11.8	-6.6	-11.5	0.7	10.0	-23.4	-0.5	1.1	5.2	2.5	-4.2
O=S1(=O)N=C(N/N=C/c2cccs2)c2ccccc21	5.7	-4.7	-1.9	2.1	20.0	6.8	18.3	-16.2	-6.0	8.0	-0.3

Screens as filed in PubChem BioAssay.
